NCI-60 one-dose screen, 48 h, at 10 µM unless noted. Numbers give growth in % (100 = growth as untreated, 0 = no growth, -100 = all killed).
SR: SR leukemia cells; hit rate 8.7% among 73,000; AID 1794780
K-562: K-562 leukemia. hit rate 7.4% among 78,000
HOP-62: HOP-62 NSCLC; hit rate 3.9% among 80,000
HOP-92: HOP-92 NSCLC cells | hit rate 6.3% among 71,000
RPMI-8226: RPMI-8226 leukemia cells; hit rate 7.5% among 77,000; AID 1794781
CCRF-CEM: CCRF-CEM leukemia. hit rate 7% among 77,000. AID 1794778
MOLT-4: MOLT-4 leukemia cells | hit rate 6.9% among 80,000 | AID 1794779
MDA-MB-435: MDA-MB-435 melanoma. hit rate 7.8% among 82,000. AID 1794794
Starred values were filed as active, the others as inactive; . = not tested or not shown; & = joins results of further samples. Rule for the calls: active = growth percent below 10; inactive = the rest.

SMILES	SR	K-562	HOP-62	HOP-92	RPMI-8226	CCRF-CEM	MOLT-4	MDA-MB-435
CCN1C(=S)N(CC)C2C1NC(=S)N2/N=C/C=C/c1ccccc1OC (stereo not given)	15	10	39	75	25	12	18	-43*
COc1ccc(/C=C/C(=O)c2c(O)cc3occc3c2OC)cc1	82	105	101	67	101	95	89	71
CC12CC[C@@H]3[C@]4(C)COC(c5ccccn5)O[C@@H]4CC[C@@]3(C)[C@@H]1CC(C1=CCOC1=O)O2 (stereo not given in full)	103	95	103	103	105	104	102	103
O=S(=O)(CCCCl)Nc1ccc2[nH]ccc2c1	102	96	100	108	111	101	94	104
Nc1ccccc1-c1cccc(Oc2ccc3nnc(Cl)n3n2)c1	85	85	90	63	88	84	87	107
CCN1CCN(c2nc(NNC(=O)Cc3ccccc3)nc(N3CCN(C(c4ccccc4)c4ccccc4)CC3)n2)CC1	-22*	2.3*	74	83	37	43	39	-34*
CCOC(=O)C1=C(C)OC(=O)CC1C (stereo not given)	.	100	103	105	96	113	97	104
NC(N)=N/N=C/c1ccc([N+](=O)[O-])o1	98	95	113	106	79	88	103	115
CCCCCCN1CSC(=S)N(CCCCCC)C1	104	110	104	82	86	88	107	98
C=C1[C@]2(C)CC3[C@@]4(C)CC[C@H](O)C(C)(C)C4CC[C@@]3(C)[C@@]1(C(=O)OC)CC(C)C2=O (stereo not given in full)	94	87	101	107	88	86	90	104
CN(C)c1ccc(C(=N)Cc2ccc3ccccc3n2)cc1	83	87	99	88	82	87	72	105
CN(C)C(C(N)=O)c1ccc(Cl)cc1 (stereo not given)	99	99	100	71	107	115	96	101
O=C(Nc1ncnc2nc[nH]c12)c1cccnc1	91	90	100	99	104	84	85	101
Cc1nc2ccccc2c(C(=O)O)c1O	96	127	88	.	179	121	132	112
Cc1cc(NS(=O)(=O)c2ccc(NC3Nc4nc5ccccc5nc4S3)cc2)no1 (stereo not given)	87	107	99	92	107	98	98	80
CCNC(=O)COc1ccccc1/C=N/N1C(=S)NC2C1N(C)C(=O)N2C (stereo not given)	90	90	100	.	.	96	95	100
Cc1nn(-c2ccccc2)cc1/C=C(\C#N)C(=O)Nc1sc2c(c1C#N)CCC2	101	105	100	.	95	103	104	102
CC(C)(C)[Si](C)(C)OC1[C@@H](CNC(=O)NC(=O)NC(N)=O)O[C@@H](n2cnc3c(NC(=O)Nc4ccccc4)ncnc32)[C@H]1O[Si](C)(C)C(C)(C)C (stereo not given in full)	41	66	71	92	69	71	54	69
Cc1ccc(C2=C/C(=C/c3ccccc3)C(=O)N2CCc2ccc(S(N)(=O)=O)cc2)cc1	89	90	99	84	95	101	82	101
CC1CCN(S(=O)(=O)c2ncsc2-c2ccccc2)CC1	56	73	85	116	26	74	67	95
O=c1onc(-c2cc3ccccc3nc2Cl)n1-c1cccc2ccccc12	17	18	56	39	41	33	24	-12*
Nc1ccc(-c2cc3c(NCc4ccccc4)ncnc3s2)cc1	81	62	92	86	63	82	84	94
CO/C(=C1/NC(=O)C(Cc2ccc(O)c(Br)c2)N(C)C(=O)C(C)NC(=O)CCC/C=C(\C)CCC(C)OC1=O)c1ccccc1 (stereo not given)	-26*	6.1*	-20*	-54*	-57*	0.8*	-12*	3.9*
O=C(NNC(=O)c1ccc(-n2cc(-c3ccccc3)nn2)cc1)Nc1ccccc1	110	105	95	99	102	102	107	105

Reprinted from above, 5 compounds:
SMILES	SR	K-562	HOP-62	HOP-92	RPMI-8226	CCRF-CEM	MOLT-4	MDA-MB-435
O=C(Nc1ncnc2nc[nH]c12)c1cccnc1	91	90	100	99	104	84	85	101
Cc1nc2ccccc2c(C(=O)O)c1O	96	127	88	.	179	121	132	112
Cc1cc(NS(=O)(=O)c2ccc(NC3Nc4nc5ccccc5nc4S3)cc2)no1 (stereo not given)	87	107	99	92	107	98	98	80
CCNC(=O)COc1ccccc1/C=N/N1C(=S)NC2C1N(C)C(=O)N2C (stereo not given)	90	90	100	.	.	96	95	100
Cc1nn(-c2ccccc2)cc1/C=C(\C#N)C(=O)Nc1sc2c(c1C#N)CCC2	101	105	100	.	95	103	104	102

The listing picks up; the 7 compounds before the break are reprinted first.
SMILES	SR	K-562	HOP-62	HOP-92	RPMI-8226	CCRF-CEM	MOLT-4	MDA-MB-435
CC(C)(C)[Si](C)(C)OC1[C@@H](CNC(=O)NC(=O)NC(N)=O)O[C@@H](n2cnc3c(NC(=O)Nc4ccccc4)ncnc32)[C@H]1O[Si](C)(C)C(C)(C)C (stereo not given in full)	41	66	71	92	69	71	54	69
Cc1ccc(C2=C/C(=C/c3ccccc3)C(=O)N2CCc2ccc(S(N)(=O)=O)cc2)cc1	89	90	99	84	95	101	82	101
CC1CCN(S(=O)(=O)c2ncsc2-c2ccccc2)CC1	56	73	85	116	26	74	67	95
O=c1onc(-c2cc3ccccc3nc2Cl)n1-c1cccc2ccccc12	17	18	56	39	41	33	24	-12*
Nc1ccc(-c2cc3c(NCc4ccccc4)ncnc3s2)cc1	81	62	92	86	63	82	84	94
CO/C(=C1/NC(=O)C(Cc2ccc(O)c(Br)c2)N(C)C(=O)C(C)NC(=O)CCC/C=C(\C)CCC(C)OC1=O)c1ccccc1 (stereo not given)	-26*	6.1*	-20*	-54*	-57*	0.8*	-12*	3.9*
O=C(NNC(=O)c1ccc(-n2cc(-c3ccccc3)nn2)cc1)Nc1ccccc1	110	105	95	99	102	102	107	105
Cc1nc2c(cnn2CCO)c(=O)[nH]1	93	105	98	101	103	.	100	106
O=C(CCN1C(=O)CC1c1ccco1)N1CCOCC1 (stereo not given)	102	100&99	90&97	81	90&118	89	108&98	106&110
O=C(Nc1cccc(Cl)c1)Nc1nc2ccc(-c3cccc4ccccc34)cc2s1	90	18	61	-2.7*	.	40	42	54
Cn1c(=O)cc(OCC(=O)N/N=C/c2ccc(Br)cc2)c2ccccc21	100	101	96	94	106	99	104	101
C#CCn1c(C)cc(C)c(C#N)c1=O	101	103	109	98	103	99	111	106
CCOC(=O)c1ncc(-c2cc(F)c(F)c(OCC)c2)c(NC2CCCCCC2)n1	68	94	93	.	76	89	92	94
C=C(C)[C@@H]1CC[C@]2(C(=O)OC)CC[C@]3(C)[C@H](CC[C@@H]4[C@@]5(C)CC[C@H](N)C(C)(C)[C@@H]5CC[C@]43C)[C@@H]12	.	.	-82*	-69*	-31*	-52*	.	-97*
Cc1ccc(S(=O)(=O)c2nc(-c3ccccc3)oc2Sc2nc3ccccc3[nH]2)cc1	65	89	72	49	69	87	68	94
O=c1c2cc3ncccc3n2c(=O)c2cc3ncccc3n12	93	85	92	96	91	92	93	111
O=C(O)c1cn(C2CC2)c2cc(N3CCN(C(=O)CSc4nnc(-c5cc(-c6ccccc6)nc6ccccc56)o4)CC3)c(F)cc2c1=O	90	88	114	126	104	.	103	101
Cc1ccc(CSc2nc(Cl)c(C#N)c(-c3ccc(F)cc3)n2)cc1	.	56	96	55	58	68	62	100
CCOC(=O)c1c(C)nc2c(c1N)C(=O)C(=O)N2Cc1ccc(F)cc1	21	22	63	49	25	44	52	44
Nc1cc(S(=O)(=O)O)cc2cc(S(=O)(=O)O)cc(O)c12	109	117	94	.	.	.	104	105
COc1ccc(-c2nc3cc(C(=O)Nc4ccccc4)ccc3n2C2CCCCC2)cc1	66	95	89	112	95	83	85	98
Cn1c(COC(=O)N2CCCCC2)nc2c(N3CCOCC3)nc(Cl)nc21	95	97	104	106	96	101	98	103
O=C1CNC(c2cccc([N+](=O)[O-])c2)N1O (stereo not given)	97	92	97	85	96	94	99	97
CSc1cccc([N+](=O)[O-])c1	107	97	105	106	97	90	107	100
NC(=O)c1cc(Cl)ccc1N	96	70	100	.	103	93	94	105
Cc1cccc(NC(=S)Nc2ccc(NCc3nc4sc5c(c4c(=O)[nH]3)CCCC5)cc2)c1	99	96	96	88	94	99	91	109
CO[C@H]1CC[C@@]2(C)C(=CC[C@H]3[C@@H]4C[C@H](O)C[C@@]4(C)CC[C@@H]32)C1	14	21	62	36	55	19	34	-17*
NC(=S)N/N=C/c1ccc[nH]1	114	110	91	98	104	98	114	112
Cc1nn(-c2ccccc2)c2ncn(CC(=O)Nc3ccc(C(=O)N[C@@H](CCC(=O)O)C(=O)O)cc3)c(=O)c12	77	85	98	85	101	82	87	100
O=C(NO)c1ccc(-c2nc3ccc4[nH]ncc4c3c3c2CCCC3)cc1	-14*	10	0.2*	-17*	-9.2*	5.1*	3.8*	-78*
O=C(Nc1ccc(N=Cc2ccccc2O)cc1)NC1C=c2ccccc2=CC1 (stereo not given)	95	87	101	109	94	81	93	104
Cc1cnc2c(C)cccn2c1=O	92	95	81	87	91	99	94	114
Cn1cc(C(=O)c2nc(-c3c[nH]c4ccccc34)no2)c2ccccc21	44	38	79	64	79	87	73	8.0*
CN(C)CCN1C(=O)c2cccc3c(N)ccc(c23)C1=O	-19*	2.1*	58	20	4.1*	11	1.9*	40
CNC(=O)N1N=C(c2ccc(N)cc2)c2cc3c(cc2CC1=O)OCCO3	98	.	96	.	112	103	95	105
CC(=O)NNC(=S)/N=C\C(C(=O)c1ccccc1)=C(/O)c1ccccc1	102	101	88	100	104	102	93	109
C=C(OC1CC(Oc2ccc(C(C)C)cc2)(C(C)C)CCC1(C)O)C(O)(CCC(C)(O)C(=O)OC1(C(C)C)CC=C(C)CC1)C(C)C (stereo not given)	93	95	114	106	107	99	108	98
COc1cccc(Nc2sc(C(=O)c3cc4cc(Cl)ccc4o3)c(N)c2C#N)c1	97	101	90	94	100	101	92	106
O=C(O)/C(=C\c1ccc(Cl)cc1)c1ccc(Cl)cc1	97	44	104	68	100	96	50	97
Nc1ncnc2c1ncn2C1CCCO1 (stereo not given)	94	100	101	142	112	111	106	100
CC(C)CNC(=O)c1ccccc1C(=O)NC1(C(=O)NCC(C)C)CCCC1	91&110	102	96&102	117	105	104&88	89&102	105&101
Cn1cnc2c(N3CCN(C(=O)c4c[nH]c5ccccc45)CC3)nc(Cl)nc21	100	84	89	88	83	99	106	100
CCc1c(C)c2ccc(OC(=O)c3ccccc3)c(C(=O)/C=C/c3cc(OC)c(OC)c(OC)c3)c2oc1=O	107	100	88	117	102	94	90	102
CC1=CC(=O)OC1CC(=O)O (stereo not given)	102	111	98	88	105	103	106	116
CC(=O)C(C)c1ccccn1 (stereo not given)	111	101	91	97	102	93	103	108
CC(C)=Cc1oc2c3c(c(O)c4ccccc4c(=O)c13)C(=O)c1ccccc1-2	107	100	94	90	.	110	68	106
CC(CN(C)C)OC(=O)Nc1ccc(Cl)cc1 (stereo not given)	93	100	95	62	96	80	84	110
Cn1cc(-c2cc(N)n3nc(-c4cn(C)c5ccc(F)cc45)cc3n2)c2cc(F)ccc21	-16*	-26*	92	76	13	3.2*	3.6*	5.5*
COc1ccc(C2=NN(C(C)=O)C(c3cc(-c4cc5ccccc5o4)n(-c4ccccc4)n3)C2)cc1OC (stereo not given)	83	92	97	105	89	90	91	102
CCOC(=O)c1ccc(NC(=O)Nc2ccc(-c3cccs3)nc2C)cc1	54	59	94	109	45	51	56	108
COc1cccc(-c2nc3sccn3c2-c2ccnc(NCCN3CCCN(C(=O)OC(C)(C)C)S3(=O)=O)n2)c1	61	.	95	.	49	42	65	47
Cc1cccc(NC(=O)[C@@H]2c3ccccc3C(=O)N(c3ccc(O)cc3)[C@H]2c2ccc(O)cc2)n1	95	103	98	87	87	85	96	102
CCCCCCNC(=O)Oc1ccc(/C(=C(\C)c2ccccc2)c2ccc(OCCCN(C)C)cc2)cc1	2.1*	3.9*	98	84	82	78	63	48
COC(=O)c1cc[n+]([O-])cc1	101	113	102	107	118	112	105	101
CC1=NN(c2nc3ccccc3nc2Cc2ccccc2)C(=O)C1	97	101	98	94	97	.	105	102
COc1cc(/C=N/Nc2ncc(-c3cc4cc5c(cc4o3)OCO5)s2)cc(OC)c1OC	.	30	81	85	6.3*	26	19	19
CCCSc1nc(Nc2ccc(/C(C)=N\NC(N)=S)cc2)c(C#N)c(-c2ccccc2)n1	57	57	84	-8.0*	68	69	53	88
CC1(C)C(O)NC(Cl)=C(C#N)C1(C#N)C#N (stereo not given)	119	94	.	141	110	79	103	113
O/N=C(/CSc1nnc(-c2cc(-c3ccccc3)nc3ccccc23)o1)c1ccccc1	72	78	105	85	75	77	67	80
Cc1ccc(S(=O)(=O)NNC(=O)c2ccccc2N)cc1	83	87	103	79	92	93	91	114
C=CCNCCC#N	90	109	105	.	101	.	107	109
COc1cc(/C=C/C(=O)C2=C(/C=C/c3ccc(O)c(OC)c3)NC(=O)NC2c2ccc(Cl)cc2)ccc1O (stereo not given)	81	103	114	84	73	79	74	97
Cc1cc(C)c2c(Nc3ncnc4c3sc3ncccc34)csc2n1	.	103	101	174	98	85	85	101
CC(=O)O[C@H]1C[C@@]2(C)[C@@H](C[C@@H](O)[C@H]3[C@@]4(C)CC[C@H](O)[C@@H](C)[C@@H]4CC[C@@]32C)/C1=C(\CCC(Br)C(C)(C)N1CC=CCC1)C(=O)O (stereo not given in full)	89	80	94	94	73	89	81	100
O=C(Nc1cccc(Cl)c1)c1cc([N+](=O)[O-])ccc1O	57	28	44	8.9*	25	46	36	60
C1CCC2(CC1)CCCN2	93	106	97	102	122	114	104	99
CN(C)c1ccc([C@H]2C[C@]3(C)[C@@H](CC[C@]3(O)CCCO)[C@@H]3CCC4=CC(=O)CCC4=C32)cc1	92	90	95	80	98	105	81	97
Oc1ccc(-c2[nH]ncc2-c2c[nH]c3ccccc23)cc1	98	94	115	89	95	41	57	98
CSc1nn2c(-c3ccc(F)cc3)ccnc2c1C#N	103	96	97	95	92	96	100	100
